Screens deposited in PubChem by The Scripps Research Institute Molecular Screening Center.
PAFAH1B3 inh: inhibitors of human PAFAH1B3 | 340,000 compounds, 0.28% hits | Q15102 | recombinant PAFAH1B3, FP-rhodamine probe, fluorescence polarization | AID 492972 | inhibition, % at 3.39 µM;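 active = inhibition above the screen-wide average of all tested compounds plus 3 SD, cut at about 25% in these data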;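 note: 0% = enzyme with DMSO only and 100% = wells lacking PAFAH1B3 protein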
Target sequence (Q15102 whole entry, looked up): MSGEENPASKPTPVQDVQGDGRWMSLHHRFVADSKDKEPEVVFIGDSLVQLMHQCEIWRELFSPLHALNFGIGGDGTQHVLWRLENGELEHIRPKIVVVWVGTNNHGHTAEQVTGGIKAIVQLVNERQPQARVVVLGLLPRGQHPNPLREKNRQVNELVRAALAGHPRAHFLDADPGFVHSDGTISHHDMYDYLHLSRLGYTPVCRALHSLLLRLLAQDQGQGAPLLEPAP
PAFAH1B2 FP inh: blocks human PAF acetylhydrolase 1b catalytic subunit 2. P68402. recombinant PAFAH1B2, FP-rhodamine activity probe, fluorescence polarization. inhibition, % at 3.39 µM. 340,000 compounds, 1.2% hits. AID 492953;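 active = inhibition above the mean of all tested compounds plus 3 SD, cut at about 24% in these data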;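 note: 0% = enzyme with DMSO and 100% = wells lacking PAFAH1B2; many of its hits are not listed in these tables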
PREPL inhibitor: inhibits the human prolyl oligopeptidase-like enzyme; Q4J6C6; inhibition, % at 5.96 µM; 320,000 compounds, 0.68% hits; recombinant PREPL, fluorescence polarization activity-based probe; in the data active = inhibition above about 43%;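 note: 0% = enzyme with DMSO and 100% = wells lacking enzyme; many of its hits are not listed in these tables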
ZTA counter: counter-screen for EBNA-1 inhibitors: inhibitors of Epstein-Barr virus ZTA. P03206. ZTA-DNA binding, fluorescence polarization. inhibition, % at 11 µM. AID 2234. 320,000 compounds, 0.15% hits; in the data active = inhibition above about 33%
PAFAH2 inh: inhibitors of human PAFAH2. Q99487. recombinant PAFAH2, FP-rhodamine activity probe, fluorescence polarization. inhibition, % at 3.39 µM. 340,000 compounds, 0.99% hits. AID 492956;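 active = inhibition above the mean over all tested compounds plus 3 SD, cut at about 30% in these data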;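 note: inhibitors block probe labeling of enzyme so polarization drops; 0% = enzyme with DMSO and 100% = wells lacking PAFAH2 protein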
EBNA-1 inhibitor: blocks EBNA-1 binding to DNA | EBNA-1 DNA binding, fluorescence polarization | inhibition, % at 14.8 µM | AID 1950 | 300,000 compounds, 0.34% hits; in the data active = inhibition above about 28%
pPAFAH inh: pPAFAH (human) enzyme inhibition; recombinant pPAFAH, FP-rhodamine probe fluorescence polarization; Q13093; inhibition, % at 3.39 µM; 330,000 compounds, 1.5% hits;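 active = inhibition above the mean inhibition across the screen plus 3 SD, cut at about 25% in these data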;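 note: inhibitors block binding of the rhodamine activity-based probe so polarization drops; 0% = enzyme with DMSO and 100% = wells lacking pPAFAH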
Target sequence (Q13093 whole entry, looked up): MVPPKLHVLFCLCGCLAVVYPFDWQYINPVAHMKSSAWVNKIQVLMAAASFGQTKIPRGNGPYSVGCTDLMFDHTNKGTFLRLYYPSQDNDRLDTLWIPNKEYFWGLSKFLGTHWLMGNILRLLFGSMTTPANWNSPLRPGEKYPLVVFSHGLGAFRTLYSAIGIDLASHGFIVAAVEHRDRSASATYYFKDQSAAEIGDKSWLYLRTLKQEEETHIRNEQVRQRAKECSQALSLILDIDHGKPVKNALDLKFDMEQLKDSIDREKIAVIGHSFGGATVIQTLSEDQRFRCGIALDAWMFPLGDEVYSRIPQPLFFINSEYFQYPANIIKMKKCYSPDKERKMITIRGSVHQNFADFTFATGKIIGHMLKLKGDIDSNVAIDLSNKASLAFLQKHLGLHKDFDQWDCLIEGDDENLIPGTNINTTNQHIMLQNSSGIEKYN
LYPLA1 inh: LYPLA1 (human) inhibition in PME1 counter-screen. recombinant LYPLA1, FP-Rh probe fluorescence polarization. inhibition, % at 5.9 µM. 320,000 compounds, 0.16% hits. AID 2174;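 active = inhibition above the mean of all tested compounds plus 3 SD, set per campaign, cut at about 14% in these data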;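 note: inhibitors block serine hydrolase probe labeling of LYPLA1 so polarization falls; 0% = enzyme with DMSO and 100% = wells lacking LYPLA1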
LYPLA2 inh: LYPLA2 (human) inhibition in PME1 counter-screen. recombinant LYPLA2, FP-Rh probe fluorescence polarization. AID 2177. 320,000 compounds, 0.38% hits. O95372. inhibition, % at 5.9 µM;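 active = inhibition above the screen-wide mean plus 3 SD, limit set per campaign, cut at about 26% in these data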;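 note: 0% = LYPLA2 with DMSO and 100% = wells lacking LYPLA2 enzyme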
Target sequence (O95372 whole entry, looked up): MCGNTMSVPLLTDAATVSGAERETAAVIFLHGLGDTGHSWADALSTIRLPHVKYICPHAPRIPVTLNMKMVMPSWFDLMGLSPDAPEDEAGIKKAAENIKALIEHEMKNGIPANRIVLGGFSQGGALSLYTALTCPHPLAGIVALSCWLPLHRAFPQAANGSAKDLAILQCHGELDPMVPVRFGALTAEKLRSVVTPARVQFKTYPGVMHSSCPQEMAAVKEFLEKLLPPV
* = called active by the depositor; x = not tested or not shown. The list is partial; the hit share may differ from the screen's.

no.	Molecule	PAFAH1B3 inh	PAFAH1B2 FP inh	PREPL inhibitor	ZTA counter	PAFAH2 inh
1	COc1ccccc1NS(=O)(=O)c1ccc2oc(SCC(=O)N3CCNC3=O)nc2c1	11	-1	-8	-4	6
2	N#Cc1ccccc1NC(=O)CNc1ccccc1N1CCCCC1	3	6	3	11	0
3	CCC(=O)Nc1ccc2c(c1)ncn2CCc1ccccc1	-4	4	17	-1	3
4	CCCCCOC(=O)C1C2C=CC3(CN(c4ccccc4C)C(=O)C13)O2 (stereo unspecified)	4	3	8	2	0
5	Cc1c(C(=O)Nc2ccccn2)oc2ccccc12	3	1	-3	10	1
6	CCCCc1nnc(NC(=O)CS(=O)(=O)Cc2ccccc2)s1	4	10	-3	8	0
7	OCc1nc2ccccc2n1CCc1ccccc1	0	3	11	-8	-4
8	COc1ccc(NC(=O)c2nnn(Cc3ccc(SC)cc3)c2N)c(OC)c1	9	8	6	17	-3

no.	EBNA-1 inhibitor	pPAFAH inh	LYPLA1 inh	LYPLA2 inh
1	x	2	-1	0
2	5	7	1	-5
3	-2	-1	2	3
4	-7	-7	-2	4
5	2	1	3	-2
6	7	8	-1	8
7	-12	-5	1	0
8	-1	3	-3	-6

Other entries follow:
no.	Molecule	PAFAH1B3 inh	PAFAH1B2 FP inh	PREPL inhibitor	ZTA counter	PAFAH2 inh
9	CCOC(=O)N1CCN(Cc2ccc(OCC(O)CN3CCCCC3)cc2)CC1 (stereo unspecified)	6	0	-2	0	5
10	Cc1ccccc1S(=O)(=O)c1c(C)cc(C)n(C(C)C)c1=O	8	5	3	-6	-6
11	COc1cccc(/C=C/C(=O)NNC(=O)CCN2CCN(Cc3ccccc3)CC2)c1	-2	5	-8	9	-4
12	O=C(CSc1nc2ccccc2c(=O)n1-c1ccccc1)N1CCC1	4	6	0	1	0
13	Cc1ccc(CNC(=O)COC(=O)[C@@H]2CC(O)CN2S(=O)(=O)c2ccc3c(c2)OCCO3)cc1 (stereo partly specified)	7	1	-3	3	-7
14	CC1(C)CC(=O)C(C(=S)Nc2ccccc2)=C(NCCN2CCOCC2)C1	2	6	12	6	1
15	COc1ccc(OC)c(-c2nn(-c3ccccc3)cc2C(=O)NCC(c2ccco2)N2CCCC2)c1 (stereo unspecified)	-2	2	-37	5	4
16	C[C@@H](C(=O)CC(=O)OC(C)(C)C)[C@@H](O)c1c(F)cccc1Cl	2	-9	4	-34	-6

no.	EBNA-1 inhibitor	pPAFAH inh	LYPLA1 inh	LYPLA2 inh
9	-3	3	-1	-3
10	-1	1	-3	-5
11	0	-1	-2	1
12	7	2	5	4
13	5	5	5	2
14	11	2	1	-6
15	x	1	-1	0
16	-10	10	4	-1

Other entries
no.	Molecule	PAFAH1B3 inh	PAFAH1B2 FP inh	PREPL inhibitor	ZTA counter	PAFAH2 inh
17	Cc1cccc(NC(=O)CN2C(=O)N/C(=C\c3ccc(-c4cccc(C(=O)O)c4)o3)C2=O)c1	81*	8	9	3	6
18	O=C(NCC(c1cccnc1)N1CCN(c2ccc(F)cc2)CC1)C1CCCCC1 (stereo unspecified)	3	2	2	12	-1
19	Cc1ccc(C(=O)Nc2cccc(S(=O)(=O)N3CCOCC3)c2)cc1[N+](=O)[O-]	-12	-5	-8	-13	-2
20	O=C(CCl)Nc1ccccc1C(=O)Nc1ccc2c(c1)OCO2	-5	0	4	0	0
21	CCc1nn(C(C)C(=O)NCc2cccc(OC)c2)c(=O)c2cc3occc3n12 (stereo unspecified)	7	-1	10	6	-6
22	COc1ccc(CNC(=O)CN(C)S(=O)(=O)c2ccc3c(c2)c(=O)n(C)c(=O)n3C)cc1	-3	-6	21	-2	3
23	Cc1ccccc1OCC(=O)N1CCCc2ccccc21	0	3	0	10	-1
24	Cc1ccccc1-c1n[nH]c(=S)n1Cc1ccccc1	-2	12	6	-4	5

no.	EBNA-1 inhibitor	pPAFAH inh	LYPLA1 inh	LYPLA2 inh
17	7	10	0	1
18	-10	-3	-2	-7
19	1	-2	-1	5
20	-16	-4	-4	-9
21	-2	1	-2	2
22	10	2	5	6
23	-4	5	-3	9
24	-1	5	-2	2

Other compounds
no.	Molecule	PAFAH1B3 inh	PAFAH1B2 FP inh	PREPL inhibitor	ZTA counter	PAFAH2 inh
25	Cc1nc2ccccc2c(=O)n1/N=C/c1c(O)ccc2oc3c(c12)CCCC3	5	1	-3	-1	4
26	COC(=O)C1=C(C)N(Cc2ccccc2)C(=O)N[C@H]1c1ccco1	2	2	-1	-5	-3
27	C=CCNC(=O)COC(=O)CNC(=O)c1cc(Cl)cc([N+](=O)[O-])c1	2	3	-3	-7	-1
28	COc1ccccc1NC(=O)Nc1nc(CC(=O)NCc2ccccn2)cs1	10	-3	0	-17	0
29	O=C(CSc1nnnn1C1CCCC1)Nc1ccc2c(c1)OCCO2	-1	4	14	-4	7
30	CCOC(=O)C1=C(COC(=O)CCOc2ccc(OC)cc2)NC(=O)NC1C (stereo unspecified)	-4	-6	0	-3	-1
31	CCn1cc2nc(SCC(=O)Nc3ccc(F)cc3F)n(Cc3ccccc3)c(=O)c2n1	6	2	14	-8	11
32	COc1ccc(C(=O)c2coc(-c3ccccc3C(=O)O)c2C(=O)O)cc1	3	2	7	4	6

no.	EBNA-1 inhibitor	pPAFAH inh	LYPLA1 inh	LYPLA2 inh
25	-1	11	5	3
26	5	0	-6	-3
27	11	6	-2	-2
28	-6	5	-3	-2
29	-3	0	-3	1
30	x	11	-1	4
31	-3	4	-8	-2
32	2	1	-2	3

Seven structures from above, ordered by molecular weight, highest first.
no.	Molecule	PAFAH1B3 inh	PAFAH1B2 FP inh	PREPL inhibitor	ZTA counter	PAFAH2 inh
31	CCn1cc2nc(SCC(=O)Nc3ccc(F)cc3F)n(Cc3ccccc3)c(=O)c2n1	6	2	14	-8	11
28	COc1ccccc1NC(=O)Nc1nc(CC(=O)NCc2ccccn2)cs1	10	-3	0	-17	0
30	CCOC(=O)C1=C(COC(=O)CCOc2ccc(OC)cc2)NC(=O)NC1C (stereo unspecified)	-4	-6	0	-3	-1
25	Cc1nc2ccccc2c(=O)n1/N=C/c1c(O)ccc2oc3c(c12)CCCC3	5	1	-3	-1	4
32	COc1ccc(C(=O)c2coc(-c3ccccc3C(=O)O)c2C(=O)O)cc1	3	2	7	4	6
26	COC(=O)C1=C(C)N(Cc2ccccc2)C(=O)N[C@H]1c1ccco1	2	2	-1	-5	-3
23	Cc1ccccc1OCC(=O)N1CCCc2ccccc21	0	3	0	10	-1

no.	EBNA-1 inhibitor	pPAFAH inh	LYPLA1 inh	LYPLA2 inh
31	-3	4	-8	-2
28	-6	5	-3	-2
30	x	11	-1	4
25	-1	11	5	3
32	2	1	-2	3
26	5	0	-6	-3
23	-4	5	-3	9

(cont.)
no.	Molecule	PAFAH1B3 inh	PAFAH1B2 FP inh	PREPL inhibitor	ZTA counter	PAFAH2 inh
33	Fc1ccc2c(c1)Sc1ccc(Cl)cc1CC2N1CCN(CCC2OCCO2)CC1 (stereo unspecified)	-5	1	3	4	3
34	Cc1ncc([N+](=O)[O-])n1CCOC(=O)NC(NCc1cccnc1)C(Cl)(Cl)Cl (stereo unspecified)	-3	-3	-5	-13	-9
35	O/N=C1\CC(O)Cc2nonc21 (stereo unspecified)	1	-3	1	6	-10
36	O=C(CNC(=O)c1cc2c(s1)CCC2)Nc1ccccc1Br	-1	3	-6	1	2
37	CCCNS(=O)(=O)c1ccc(CCC(=O)N2CCN(CC)CC2)cc1	2	8	12	-2	11
38	CSc1ncccc1C(=O)N1CCCC(N2CCN(c3ccccc3F)CC2)C1 (stereo unspecified)	-2	-3	12	2	-1
39	Cc1nnc(SCC(=O)Nc2ccccc2F)n1-c1ccc(F)cc1	-3	2	9	-13	-3
40	OC(CNCc1ccccc1Cl)COc1ccc(F)cc1 (stereo unspecified)	-3	8	-30	9	5

no.	EBNA-1 inhibitor	pPAFAH inh	LYPLA1 inh	LYPLA2 inh
33	18	7	-4	6
34	-9	0	1	4
35	-4	4	3	3
36	0	8	-6	-1
37	14	9	-4	0
38	-10	-1	0	6
39	-2	-1	-1	3
40	-11	-4	0	7

The listing continues.
no.	Molecule	PAFAH1B3 inh	PAFAH1B2 FP inh	PREPL inhibitor	ZTA counter	PAFAH2 inh
41	O=C(NC1CC1)c1ccc(CS(=O)(=O)c2c(Cl)cccc2Cl)o1	2	4	-7	11	-3
42	O=C(O)c1cccc(S(=O)(=O)Nc2ccc([N+](=O)[O-])cc2O)c1	6	-1	4	5	2
43	COc1ccc(S(=O)(=O)Nc2ccc3c(c2)CC(=O)N([C@@H](C)CO)C[C@H](C)[C@@H](CN(C)S(=O)(=O)c2ccc(F)cc2)O3)cc1	13	-3	12	x	-2
44	Cc1nn(Cc2ccccc2)c(C)c1NC(=O)CSc1nc2sc3c(c2c(=O)n1C)CCC3	x	x	15	-4	x
45	O=C(Nc1cccc([N+](=O)[O-])c1)C1COc2ccccc2O1 (stereo unspecified)	14	9	9	-8	-2
46	O=C(Nc1ccc(Cl)cc1)N1CCSc2ccccc21	-3	4	-8	0	-1
47	CCN(CC)C(=O)c1cccc(NC(=O)c2cc(C3CC3)nc3c2cnn3C(C)C)c1	2	-1	2	-2	2
48	CN(C)CCN(C(=O)CCc1ccccc1)c1nc2c(F)cc(F)cc2s1	-4	-2	-1	10	2

no.	EBNA-1 inhibitor	pPAFAH inh	LYPLA1 inh	LYPLA2 inh
41	3	4	-3	-2
42	-4	-2	2	1
43	x	0	x	x
44	-21	4	4	9
45	3	-3	3	8
46	1	0	4	1
47	x	1	-5	-7
48	3	1	0	2

The listing continues.
no.	Molecule	PAFAH1B3 inh	PAFAH1B2 FP inh	PREPL inhibitor	ZTA counter	PAFAH2 inh
49	Cc1ccc(-c2[nH]c3cc(C(=O)NCCCn4ccnc4)ccc3c(=O)c2O)cc1	15	14	55*	-16	20
50	CCn1nc(C(=O)Nc2ccc(N3CCOCC3)cc2)c2ccccc2c1=O	2	0	9	1	11
51	CN1C(=O)c2ccccc2C(C(=O)NCC2CCCO2)C1c1c[nH]c2ccccc12 (stereo unspecified)	7	1	5	-8	-7
52	Cc1ccc(Nc2nc3ccccc3c(=O)s2)cc1	-1	-4	-4	-13	1
53	CCOC(=O)c1c(NC(=O)CCC(=O)O)sc2c1CC(C)(C)OC2	3	5	-6	2	5
54	CCOC(=O)c1nn(-c2ccccc2C)c(=O)c(C#N)c1C	0	4	16	9	5
55	COc1ccccc1NS(=O)(=O)c1ccc(O)c(C(=O)OCC(=O)c2ccc(Cl)cc2Cl)c1	4	13	3	-2	38*
56	O=C(C1CCC(CNc2c(N3CCCC3)c(=O)c2=O)CC1)N1CCc2ccccc21 (stereo unspecified)	1	-1	28	2	0

no.	EBNA-1 inhibitor	pPAFAH inh	LYPLA1 inh	LYPLA2 inh
49	6	15	-7	-6
50	x	6	0	5
51	-1	7	5	-2
52	4	2	-1	-2
53	1	0	-2	3
54	-9	-2	1	-1
55	6	10	-5	-3
56	2	-1	1	0

Next section
no.	Molecule	PAFAH1B3 inh	PAFAH1B2 FP inh	PREPL inhibitor	ZTA counter	PAFAH2 inh
57	CN/S(=N/S(=O)(=O)c1ccccc1)c1ccc(C)cc1 (stereo unspecified)	-1	5	6	3	-5
58	O=C(CSc1nnc(-c2ccc(O)cc2)o1)Nc1ccccc1Br	8	1	-2	-2	2
59	CCC(CC)NC(=O)C1CCN(S(=O)(=O)c2cccs2)CC1	11	3	-8	-8	1
60	C=CCN(Cc1ccc(Cl)s1)C(=O)c1cc(S(=O)(=O)N2CCOCC2)ccc1F	6	17	12	-5	2
61	C=CC(C)(O)CCCC(C)CCCC(C)CCCC(C)C (stereo unspecified)	8	4	0	-9	13

no.	EBNA-1 inhibitor	pPAFAH inh	LYPLA1 inh	LYPLA2 inh
57	-4	2	2	2
58	5	4	0	2
59	-10	0	-2	-5
60	x	1	1	3
61	x	-1	0	3
